# From PubChem
# DT40 TDP1 no CPT: qHTS for Inhibitors of human tyrosyl-DNA phosphodiesterase 1 (TDP1): qHTS in cells in absence of CPT | DT40 Tdp1-/- hTDP1 cells, no CPT, ATP luminescence, 48 h | Potency, µM (highest dose often 46.2 µM), inactives show at the top dose activity change, negative = growth inhibition, usual class: inhibitors | 15% of 420,000 active; note: nearly all actives have a fitted effect of over 55% in size
#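 Readout: luminescence from CellTiter-Glo after 30 min in the dark at RT. Cells: DT40 Tdp1-/- with stable hTDP1, 400/well. Exposure: compounds alone, ≥48 hr, 37 °C.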
# TDP1 cell CPT: growth inhibition of DT40 Tdp1-/-;hTDP1 cells with camptothecin (screen for TDP1 inhibitors). chicken DT40 Tdp1-/-;hTDP1 cells + 20 nM CPT, ATP luminescence, 48 h. Potency, µM (doses to about 46.2 µM), for inactives: at the highest dose activity change, negative = growth inhibition, most hits filed as inhibitors. 12% of 420,000 active. AID 686979; note: nearly all actives have a fitted effect of over 55% in size
#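 Chicken DT40 Tdp1-/- cells stably complemented with human TDP1 were seeded at 400 cells/well in medium containing 20 nM camptothecin, exposed to pin-transferred compounds, and grown at 37 °C for at least 48 hr. Viability was read as ATP luminescence.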
# KAT2A inh: inhibitors of human GCN5L2 histone acetyltransferase | 0.21% of 390,000 active | Potency, µM (titrated, usually from 58.9 µM), for inactives: at the highest dose activity change, negative = inhibition, actives largely listed as inhibitors | GCN5L2 HAT assay, ThioGlo1 CoA-SH fluorescence
# Target sequence (Q92830 whole entry, looked up): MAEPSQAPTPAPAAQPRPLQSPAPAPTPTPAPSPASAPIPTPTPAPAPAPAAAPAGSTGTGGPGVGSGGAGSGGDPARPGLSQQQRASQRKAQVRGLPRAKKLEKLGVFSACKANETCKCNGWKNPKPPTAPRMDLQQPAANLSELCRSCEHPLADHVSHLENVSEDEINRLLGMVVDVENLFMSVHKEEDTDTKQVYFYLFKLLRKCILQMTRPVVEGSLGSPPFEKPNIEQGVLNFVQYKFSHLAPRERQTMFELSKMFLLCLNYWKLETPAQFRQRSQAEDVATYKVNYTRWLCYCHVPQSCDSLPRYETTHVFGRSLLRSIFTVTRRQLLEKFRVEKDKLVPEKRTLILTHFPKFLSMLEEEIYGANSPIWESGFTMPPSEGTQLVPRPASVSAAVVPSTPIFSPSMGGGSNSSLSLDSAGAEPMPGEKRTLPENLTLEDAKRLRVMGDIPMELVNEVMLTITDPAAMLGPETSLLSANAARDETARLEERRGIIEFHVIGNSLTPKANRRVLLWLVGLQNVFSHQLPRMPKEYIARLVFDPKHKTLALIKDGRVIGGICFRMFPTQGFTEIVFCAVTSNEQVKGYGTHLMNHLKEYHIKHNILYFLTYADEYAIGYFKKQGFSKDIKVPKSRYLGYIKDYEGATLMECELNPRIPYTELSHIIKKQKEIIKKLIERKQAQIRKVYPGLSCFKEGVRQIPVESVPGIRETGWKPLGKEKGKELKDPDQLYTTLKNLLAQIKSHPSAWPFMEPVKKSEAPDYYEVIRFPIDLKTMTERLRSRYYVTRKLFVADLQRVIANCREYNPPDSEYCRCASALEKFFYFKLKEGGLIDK
#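 Free CoA generated was detected with ThioGlo1 (50uM) fluorescence at Ex340nm/Em540nm, read immediately and after 20 min at room temperature. Enzyme, 20 nM in HEPES pH 7.5 buffer, saw compounds 15 min before adding 75uM H3(1-25) peptide and 70uM acetyl-CoA.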
# * hit, by the source's call; u = inconclusive; x = not tested or not shown; & = joins results of further samples; [ ] = dose if it differs, or a comment. Calls come from the whole dose curve; as a rule, active = well fitted curve in the direction sought with a large enough effect; inconclusive = small, poorly fitted or top-dose-only effect, or another doubt; inactive = no such curve, though single readings can be large; an effect the other way counts as inactive or inconclusive. % is set by controls: 0 for no effect and ±100 for the full control effect; potency is the fitted concentration of half-maximal effect.
SMILES,DT40 TDP1 no CPT,TDP1 cell CPT,KAT2A inh
COC(=O)c1ccc(C)c(NC(=O)CN(c2cc(OC)ccc2OC)S(C)(=O)=O)c1,-1%,5%,-8%
Cc1cccc(N(CC(O)CN2CCCC2)S(=O)(=O)c2ccccc2)c1 (centres undefined),2%,-4%,-4%
Nc1nc(SCC(=O)NN(c2ccccc2)c2ccccc2)n[nH]1,-12%,-14%,-9%
CC(C)CC(C(=O)NC1CCCCC1)N(Cc1cccs1)C(=O)c1snc(C(N)=O)c1N (centres undefined),u,u,-7%
COc1ccc(C)cc1NC(=O)CSc1nnc(-c2ccc(Br)cc2)o1,-19%,-15%,6%
O=C(CSc1ccc(-c2ccccc2)nn1)NC1CCCC1,-29%,u,2%
Cc1cccc(OCC(=O)NCc2n[nH]c(=O)c3ccccc23)c1,-11%,-10%,1%
C=CCn1c(SCC(=O)c2[nH]c(C)c(C(C)=O)c2C)nnc1-c1ccncc1,26µM*,u,-13%
Cc1ccc(-c2nnn(CC(=O)N(C)C3CCCCC3)n2)o1,-4%,8%,-5%
Cc1sc2ncnc(N3CCC(C(=O)NNC(=O)c4ccccc4Cl)CC3)c2c1C,21µM*,15µM*,0%
COc1ccc(OC)c(C(C)NC(=O)c2ccc(Br)cc2)c1 (centres undefined),-14%,-23%,1%
Cc1cc(C)n2c(Nc3cccc(C(F)(F)F)c3)c(-c3ccsc3)nc2n1,16µM*,16µM*,-8%

# Record cards (already shown). Order of values: DT40 TDP1 no CPT | TDP1 cell CPT | KAT2A inh
# CC(C)CC(C(=O)NC1CCCCC1)N(Cc1cccs1)C(=O)c1snc(C(N)=O)c1N (centres undefined) in the list: u | u | -7%
# COc1ccc(C)cc1NC(=O)CSc1nnc(-c2ccc(Br)cc2)o1 in the list: -19% | -15% | 6%
# COc1ccc(OC)c(C(C)NC(=O)c2ccc(Br)cc2)c1 (centres undefined) in the list: -14% | -23% | 1%
# Cc1ccc(-c2nnn(CC(=O)N(C)C3CCCCC3)n2)o1 in the list: -4% | 8% | -5%
# Nc1nc(SCC(=O)NN(c2ccccc2)c2ccccc2)n[nH]1 in the list: -12% | -14% | -9%

# Continuation.
SMILES,DT40 TDP1 no CPT,TDP1 cell CPT,KAT2A inh
CCN1C[C@@H]2[C@@H]3C(=O)N(C)C(=O)[C@@H]3[C@](C)(C1=O)N2C(=O)c1ccc(C(C)(C)C)cc1,2%,10%,x
COc1ccc(/C=N/NC(=O)C2(O)c3ccccc3-c3ccccc32)cc1,8%,-13%,0%
COc1ccc(N2CC(C)(C)C2=O)cc1,-3%,14%,-14%
Cc1ccc(S(=O)(=O)N2CCN(C(=O)CN3CCCCC3)C2)cc1,1%,5%,-11%
COC(=O)/C=C1/N/C(=N\c2nc(C)cc(C)n2)N(c2cccc(C)c2)C1=O,u,u,-6%
Cc1nc2cc(NC(=O)NCCCO)ccc2o1,0%,4%,1%
COC(=O)[C@]12CCCCC=C1N(Cc1cccc3ccccc13)C(=O)[C@H](CC(=O)N1CCSCC1)C2,u,u,x
O=C(c1ccc2c(c1)OCO2)c1cn(Cc2ccc(F)cc2)c2ccccc2c1=O,u,u,-7%
CCOC(=O)c1ccc(N2C(=O)CC(N3CC(C)OC(C)C3)C2=O)cc1 (centres undefined),-2%,u,-3%
O=C(CSc1cccc[n+]1[O-])NC(=O)c1ccc(OC(F)F)cc1,-6%,2%,-19%
O=Cc1cn(-c2ccc(F)cc2)c2ccccc12,u,-29%,-4%
CN1CCN(NC(=O)c2ccc(S(=O)(=O)N3CCCCCC3)cc2)CC1,-18%,5%,-6%
Cc1cccc(C)c1OCC(=O)N1CCc2ccccc2C1,u,u,-7%
O=C1C2C3C=CC(C3)C2C(=O)N1CCCO (centres undefined),-5%,-9%,-2%
CS(=O)(=O)N(CC(=O)O)c1ccc(C23CC4CC(CC(C4)C2)C3)cc1,27%,4%,-13%
CCCCN=C(Nc1ccc(Cl)cc1)c1cccnc1,-19%,-17%,-8%
CCCCCCSc1ccc(-c2nc3ccc(Cl)cn3c2NCc2ccccc2)cc1,u,u,0%
COCc1nnc(NS(=O)(=O)c2ccc(Cl)cc2)s1,8%,10%,-19%
Cc1cccn2cc(-c3ccc(NC(=O)Cc4ccccc4)cc3)nc12,u,u,-4%
COC(=O)CNC(=O)c1ccc(OC2CCN(C(=O)C3CC3)CC2)cc1,11%,-10%,-14%
CC(C)(C)C(=O)NC(=S)Nc1ccc(S(=O)(=O)Nc2nccs2)cc1,-1%,0%,-21%
Nc1ccc(Oc2ccc3c(c2)C(=O)NC3=O)cc1,-15%,2%,-13%
Cc1cc(C)cc(OCC(=O)OCC(=O)N(CC(C)C)c2c(N)n(Cc3ccccc3)c(=O)[nH]c2=O)c1,-24%,4%,-5%
CCOC(=O)c1c(C)c(C(=O)NCC2CCCO2)c(C)n1C (centres undefined),-9%,-6%,1%
Cc1nc(-c2ccc(F)cc2)sc1CCNC(=O)c1ccccc1C(F)(F)F,u,u,-1%
COC(=O)C1=C(NC(=O)COc2ccc3ccccc3c2)CCS1,-11%,-8%,-3%
O=C(CSc1ccc(Cl)cc1)N/N=C/c1ccc([N+](=O)[O-])o1,u,16µM*,-12%
CN(Cc1ccccc1)S(=O)(=O)c1ccc(F)c(C(=O)Nc2cccc(Cl)c2Cl)c1,-21%,u,14%
CC(C)(C)Cc1c(-c2ccc(Cl)cc2)nc2c(Cl)cc(C(F)(F)F)cn12,u,u,x
COc1cc2c(cc1OC)CN(S(=O)(=O)c1cccc(F)c1)CC2,15%,-3%,0%
Cc1ccc(N2C(=O)C3C4C=CC(CNC(=S)Nc5ccc(Cl)cc5)(O4)C3C2=O)cc1 (centres undefined),23µM*,u,-11%
COc1cc(/C=C(\C#N)c2nc3ccccc3o2)ccc1O,0%,14%,-7%
COCCn1c(SCc2ccc(C(=O)OC)o2)nc2cc(Cl)ccc2c1=O,u,u,-8%
C=CCN1CCN(c2nc3ccccc3nc2C#N)CC1,u,-6%&2%,u
Cc1ccc(S(=O)(=O)N2CCC(=O)N(CCOC(=O)Nc3cc(C)cc(C)c3)CC2)cc1,u,16µM*,-8%&0%
Cc1ccc(CCNC(=O)c2c(C)oc3ncnc(N4CCOCC4)c23)cc1,-13%,10%,20%

# By substructure: the entries above containing an NH in an aromatic ring
SMILES,DT40 TDP1 no CPT,TDP1 cell CPT,KAT2A inh
Nc1nc(SCC(=O)NN(c2ccccc2)c2ccccc2)n[nH]1,-12%,-14%,-9%
Cc1cccc(OCC(=O)NCc2n[nH]c(=O)c3ccccc23)c1,-11%,-10%,1%
C=CCn1c(SCC(=O)c2[nH]c(C)c(C(C)=O)c2C)nnc1-c1ccncc1,26µM*,u,-13%
Cc1cc(C)cc(OCC(=O)OCC(=O)N(CC(C)C)c2c(N)n(Cc3ccccc3)c(=O)[nH]c2=O)c1,-24%,4%,-5%

# (next part)
SMILES,DT40 TDP1 no CPT,TDP1 cell CPT,KAT2A inh
C=CCn1cc(C(=O)NCc2ccc(Cl)cc2)c(=O)c2cc(S(=O)(=O)N(CC)CC)ccc21,u,21µM*,-13%
CC12C(=O)N(Cc3ccccc3)C(=O)C1C1C=CC2C1 (centres undefined),-28%,1%,-7%
COc1cc(/C=C/C(=O)O)ccc1OS(=O)(=O)c1cc(Br)ccc1C,u,-11%,-5%
CC(C)OCCCNc1ncnc2c1nc1n2CCCC1,-3%,-23%,-5%
COc1ccc(S(=O)(=O)Nc2nc3ccccc3s2)cc1OC,-21%,-8%,-20%
Cc1ccc(OCCNC(=O)CNC(=O)c2ccc(Cl)c([N+](=O)[O-])c2)cc1,u,u,-3%
CCOCc1cn(CC(=O)c2ccc(Cl)cc2)c(C)nc1=N,-6%,-3%,-3%
COc1ccccc1NC(=S)N1CC(C)(C)C1=O,1%,-3%,6%
COc1ccccc1C(=O)Nc1ccc(NC(=O)c2ccco2)cn1,21µM*,u,-5%
CC(C)(C)OC(=O)NCCCCCO,8%,-4%,u
NC(=O)CC(NC(=O)Cc1ccc(Br)cc1)c1ccc(NCc2ccc(F)c(F)c2)c([N+](=O)[O-])c1 (centres undefined),u,16µM*,2%
CC(=O)Nc1ccc(S(=O)(=O)NC2(C(F)(F)F)NC(=O)N(CC(C)C)C2=O)cc1 (centres undefined),-13%,7%,-2%
CSc1ccccc1C(=O)Nc1ccc2c(c1)CCC2,-26%,9%,-6%
Cc1cccc(-c2cc(NC(=O)c3ccccc3C)n(-c3ccccc3)n2)c1,-26%,u,-14%
CN(Cc1ccccc1)S(=O)(=O)c1ccc2c(c1)CCC(=O)N2,-22%,11%,-19%
CCOC(=O)N1CCN(CC(O)c2c[nH]c3ccc(OC)cc23)CC1 (centres undefined),u,u,-7%
Cc1cccc(NC(=O)C2CCCN(C(=O)NC3CCCCC3)C2)c1C (centres undefined),6%,-14%,-2%
COc1ccccc1C(=O)NCCC(=O)N1CCN(c2ccccc2Cl)CC1,u,u,-4%
CCOc1ccc(C(=O)Nc2ccc(NC(=O)c3ccco3)c(Cl)c2)cc1Cl,u,u,u
Cc1nn(-c2ccccc2)c(N2CCCC2)c1/C=N/NC(=O)C1CC1,u,u,-19%
O=C(Nc1ccccc1N1CCCCC1)C1CCN(S(=O)(=O)c2ccccc2C(F)(F)F)CC1,u,u,-12%
O=C1Cc2cc(S(=O)(=O)Nc3ccc(F)cc3Cl)ccc2N1,22%,3%,2%
CC(/C=C/C1[C@H](C)C[C@H](O[C@@H]2O[C@H](CO)[C@@H](O)[C@H](O)[C@H]2O)CC1(C)C)O[C@H]1O[C@H](CO)[C@@H](O)[C@H](O)[C@H]1O (some centres undefined),0%,3%,-29%
OC(c1cccc(Cl)c1)c1ncc(-c2ccc3ccccc3c2)[nH]1 (centres undefined),u,u,x
COc1cc(=O)n2c(c1C(=O)N(C)Cc1nonc1C)CCN(Cc1c(F)cccc1F)CC2,-13%,1%,x
COc1ccc(-c2cc(=O)c3c(OC(C)=O)cc(OC(C)=O)cc3o2)cc1,u,7%,-5%
Cc1ccc(NC(=O)c2ccc(C)c(S(=O)(=O)N3CCOCC3)c2)nc1,-20%,-1%,-12%
Cc1csc(NC(=O)CSc2ccccc2F)n1,u,u,-7%
O=C(CSc1ccc2c(c1)OCCO2)NCCN1C(=O)CSC1=O,5%,4%,34%[activator]
O=S(=O)(NCc1cccnc1)c1ccc(Br)c2ccccc12,u,-1%,0%
Nc1ccn([C@@H]2O[C@H](C(=O)N3CCCN(Cc4ccccc4F)CC3)[C@@H](O)[C@H]2O)c(=O)n1,-21%,-1%,x
CCOc1ccc(-c2nn(-c3ccccc3)cc2C2NC(=O)NC(C)=C2C(=O)OC(C)C)cc1C (centres undefined),u,u,-18%
CC(=O)c1ccc(NC(=O)Nc2cccnc2)cc1,u,u,2%
Cn1c(N)c(C(=O)COC(=O)c2cc(-c3ccccc3)nc3ccccc23)c(=O)n(Cc2ccccc2)c1=O,u,u,-17%
CCCN1C(=O)c2ccccc2CC1(C)C(=O)NC1CCCCC1 (centres undefined),-24%,-23%,-2%
CCn1c(COc2ccc(=O)n(-c3ccccc3)n2)nnc1SCc1ccccc1,u,-24%,-25%

# Another view of some results above.
# The line under a structure holds: DT40 TDP1 no CPT, TDP1 cell CPT, KAT2A inh
> CC(C)CC(C(=O)NC1CCCCC1)N(Cc1cccs1)C(=O)c1snc(C(N)=O)c1N (centres undefined)
 : u, u, -7%
> Cc1cccc(N(CC(O)CN2CCCC2)S(=O)(=O)c2ccccc2)c1 (centres undefined)
 : 2%, -4%, -4%

# Returning to the listing, repeating the two entries before the break.
SMILES,DT40 TDP1 no CPT,TDP1 cell CPT,KAT2A inh
CCCN1C(=O)c2ccccc2CC1(C)C(=O)NC1CCCCC1 (centres undefined),-24%,-23%,-2%
CCn1c(COc2ccc(=O)n(-c3ccccc3)n2)nnc1SCc1ccccc1,u,-24%,-25%
CCCCN(C(=O)Cn1nnc2ccccc21)C(C(=O)NCCOC)c1ccc(OC)cc1 (centres undefined),1%,2%,-5%
COc1ccc(C(=O)Nc2cc(=O)n(C)c(=O)n2C)cc1,-5%,8%,-10%
O=C(NC1CCN(Cc2ccccc2)CC1)c1ccc(Cn2c(=O)c3ccccc3n(Cc3ccccc3)c2=O)cc1,9%,-14%,-6%
CC1(C(=O)O)CCCN1C(=O)c1cccc(F)c1 (centres undefined),9%,-1%,x
N#Cc1cccnc1N1CCN(C(=O)c2cccc3c2C(=O)c2ccc(-c4ccc(F)cc4OCc4ccccc4)cc2S3(=O)=O)CC1,u,u,-4%

# The list is partial; the hit share may differ from the screen's.
